Assay outcomes: PubChem BioAssay, several laboratories
phage Ecoli inh – E. coli growth loss with phage present; growth absorbance; inhibition, % at 11.9 µM; 0.26% of 360,000 active; in the data active = inhibition above about 11%
AddAB inh – less growth of phage-infected E. coli with AddAB; E. coli expressing H. pylori AddAB, absorbance growth; 0.29% of 330,000 active; inhibition, % at 11.9 µM; AID 435030; in the data active = inhibition above about 12%;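 note: 0% = vehicle wells of infected cells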
Wnt bcat act – activators of Wnt/beta-catenin signaling. Wnt/beta-catenin reporter cell assay, activator, plate reader. activation, % at 9.35 µM. 1.2% of 300,000 active; in the data active = activation above about 30%, passing the limit was not always enough;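 note: 0% = neutral control wells and 100% = positive control wells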
DAGLB inhibitor – diacylglycerol lipase beta (human) inhibition. AID 504411. HEK293T DAGLB membrane lysate, EnzChek fluorogenic substrate. 0.059% of 340,000 active. Q8NCG7. inhibition, % at 5.17 µM; in the data active = inhibition above about 34%;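 note: 0% = enzyme with vehicle and 100% = wells lacking enzyme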
Target sequence (Q8NCG7 whole entry, looked up): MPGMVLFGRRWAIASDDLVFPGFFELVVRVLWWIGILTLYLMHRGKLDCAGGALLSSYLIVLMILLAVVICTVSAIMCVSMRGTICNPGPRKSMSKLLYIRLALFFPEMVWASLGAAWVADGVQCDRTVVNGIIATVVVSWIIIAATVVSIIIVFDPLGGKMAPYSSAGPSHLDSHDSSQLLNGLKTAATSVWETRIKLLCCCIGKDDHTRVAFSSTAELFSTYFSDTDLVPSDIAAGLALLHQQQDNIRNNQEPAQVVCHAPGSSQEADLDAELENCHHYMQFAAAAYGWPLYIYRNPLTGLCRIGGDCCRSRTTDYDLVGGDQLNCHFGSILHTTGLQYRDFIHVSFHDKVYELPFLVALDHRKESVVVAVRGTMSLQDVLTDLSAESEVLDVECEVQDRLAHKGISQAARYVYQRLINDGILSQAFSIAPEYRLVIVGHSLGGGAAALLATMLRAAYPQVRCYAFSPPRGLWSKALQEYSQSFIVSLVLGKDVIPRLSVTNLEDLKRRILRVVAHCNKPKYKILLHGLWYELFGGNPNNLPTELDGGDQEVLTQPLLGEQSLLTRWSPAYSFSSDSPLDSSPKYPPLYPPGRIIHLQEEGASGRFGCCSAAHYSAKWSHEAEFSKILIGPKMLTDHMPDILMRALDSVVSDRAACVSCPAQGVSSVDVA
Rtt109 Vps75 – C. albicans Rtt109 histone acetyltransferase inhibition | 0.16% of 330,000 active | purified Rtt109/Vps75, ThioGlo CoA-SH fluorescence, 4 h | Q5AAJ8 | inhibition, % at 34.9 µM;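 active = inhibition of at least 50% in every replicate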
Target sequence (Q5AAJ8 whole entry, looked up): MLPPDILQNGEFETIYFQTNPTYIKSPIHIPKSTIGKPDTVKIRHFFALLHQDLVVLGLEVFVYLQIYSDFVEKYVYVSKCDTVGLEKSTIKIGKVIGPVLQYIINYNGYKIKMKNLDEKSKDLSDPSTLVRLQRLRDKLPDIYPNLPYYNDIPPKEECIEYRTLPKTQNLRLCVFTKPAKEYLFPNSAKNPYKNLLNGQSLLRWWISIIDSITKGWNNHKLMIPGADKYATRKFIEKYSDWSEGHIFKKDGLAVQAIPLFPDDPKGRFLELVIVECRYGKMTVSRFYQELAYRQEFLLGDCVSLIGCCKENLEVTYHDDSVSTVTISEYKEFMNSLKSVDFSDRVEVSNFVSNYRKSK
Tat export inh – blocks Tat-dependent protein export in E. coli; E. coli MC4100 TorA-mCherry Tat export, fluorescence; inhibition, % at 10 µM; 0.036% of 340,000 active; AID 488895;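 active = mean replicate inhibition at least 50% and at least half of replicates individually reaching 50%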;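 note: exported cargo escapes ClpAP degradation while cytoplasmic cargo is degraded and loses fluorescence; 0% = median of neutral control wells and 100% = median of NaSCN control wells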
PvdQ inh – P. aeruginosa PvdQ acylase inhibition | purified PvdQ acylase, fluorescence plate reader | 0.063% of 340,000 active | inhibition, % at 10 µM; in the data active = inhibition above about 30%, passing the limit was not always enough;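 note: 0% = vehicle neutral wells and 100% = reference inhibitor wells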
CAL PDZ FP – human CAL PDZ-peptide interaction inhibition. Q9HD26. purified CAL PDZ, TMR-peptide fluorescence polarization, 1 h. inhibition, % at 20 µM. 0.02% of 330,000 active. AID 504414;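 active = highest replicate inhibition of at least 40%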;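 note: plate controls were DMSO neutral control wells for no effect and unlabeled competitor peptide control wells for full effect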
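Test system: purified CerCALP PDZ construct; Compound dosing: one concentration, 20 µM compound; Also added: TMR-labelled reporter peptide T*-PRC34 bound in PDZ groove; Read-out: inhibition from polarization loss; Controls: unlabelled peptide and DMSO controls; Signal: FP readout, S and P plane fluorescence; Incubation: 1 h at RT.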
PfHsp90 yeast 2 – reduces growth (ATP signal) of yeast expressing P. falciparum Hsp90; S. cerevisiae expressing PfHsp90, BacTiter-Glo ATP, 48 h; yeast lacking PDR1 and PDR3 efflux regulators; inhibition, % at 9.4 µM; 0.32% of 310,000 active;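 active = every replicate shows inhibition above about 80%, whatever the replicate mean, limit read from the data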;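 note: 0% = DMSO neutral controls and 100% = 20 µM radicicol positive controls; yeast relying on Plasmodium falciparum Hsp90 in place of its own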
Ecoli viability – reduces bacterial viability in AddAB counter-screen; E. coli V3065 growth, OD600 absorbance, 18 h; 0.27% of 330,000 active; inhibition, % at 11.9 µM;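 active = inhibition above the campaign's mean inhibition across all tested compounds plus 3 SD, cut at about 9.9% in these data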;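 note: uninfected addAB+ strain grown without phage in ampicillin broth; 0% = DMSO wells and 100% = ciprofloxacin 0.95 µg/ml wells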
Active calls of the source: *; x = not tested or not shown.

nr	mol	phage Ecoli inh	AddAB inh	Wnt bcat act	DAGLB inhibitor	Rtt109 Vps75	Tat export inh	PvdQ inh	CAL PDZ FP	PfHsp90 yeast 2	Ecoli viability
1	COc1cc(CNc2ccccc2SC)cc(OC)c1OC	2.6	0.1	-2	0	13	8	2	0.6	x	-0.7
2	c1ccn2cc(-c3ccc4c(c3)OCO4)cc2c1	2.4	-0.4	0	4	3	11	-7	-0.4	1	1.2
3	COc1ccc(S(=O)(=O)Nc2ncccc2C)c2ccccc12	1.2	5.8	-1	0	-1	4	-10	-0.7	5	2.6
4	O=C(CCN1C(=O)C2C3C=CC(C3)C2C1=O)NCCc1ccccc1 (configuration not stated)	4.1	5.3	x	-1	3	-9	-9	-0.2	29	-0.2
5	C/C(=C\c1ccccc1)CN1CCN(c2ccccc2)CC1	1.3	2.3	x	-20	13	6	-6	1.0	3	1.5
6	CCN(c1ccccc1)S(=O)(=O)c1ccc(C(=O)N(C)Cc2cccs2)cc1	0.9	0.3	-11	-7	-3	5	-11	-0.3	-17	-2.4
7	COc1ccc2oc(C(=O)OCC(=O)N3CCN(c4ccccc4)CC3)c(C)c2c1	1.5	0.5	1	-7	-5	1	2	-1.8	-11	0.2
8	CCOC(=O)c1c[nH]c(=O)c(Br)c1O	-3.1	-0.5	0	1	6	-9	-16	-0.9	6	0.3
9	CC1CCCCN1C(=O)CSc1nnc(-c2ccco2)n1C (configuration not stated)	2.8	5.0	2	0	-4	-2	-16	-0.9	-4	0.2
10	O=C(CN1C(=O)NC2(CCCC2)C1=O)NCc1ccccc1	1.2	1.7	8	0	-10	12	-8	-1.6	-20	-0.9
11	CCOc1ccccc1C(=O)NC(C(=O)N(C)Cc1ccc2c(c1)OCO2)C(C)C (configuration not stated)	0.2	1.3	7	-3	0	6	-4	-0.7	-21	-3.1
12	O=C(CSc1nncn1-c1ccccc1)NC1CCCCC1	3.7	2.0	-1	1	0	5	-6	-6.1	-25	1.3
13	O=C(CCNc1cccc(C(F)(F)F)c1)c1ccco1	6.8	4.3	-1	-1	1	8	-6	-1.6	34	1.2
14	CSc1ccc(CC(=O)N2CCC(n3nccc3NC(=O)C3CC3)CC2)cc1	0.9	-0.8	11	2	1	0	-10	-4.0	-7	-2.0
15	CN1C(=O)N(CC(=O)N2CCN(S(=O)(=O)Cc3ccccc3)CC2)C(=O)C12CCCCC2	3.1	x	0	1	-5	-4	-14	-1.3	-14	x
16	C/C(=N\NC(=O)c1c(Cl)cnn1C)c1cccc(NC(=O)COc2ccccc2)c1	2.6	5.1	20	-3	5	1	2	-2.4	-4	-0.6
17	O=C(c1ccco1)N1CCN(C(=O)C2CC(c3ccc(F)cc3)=NO2)CC1 (configuration not stated)	1.7	3.2	-2	0	-2	-6	12	-0.8	3	1.0
18	Cc1nc2nc(NC(=O)c3ccco3)nn2c(C)c1Cl	1.6	-0.9	3	-3	-15	-7	-15	-0.9	15	-0.1
19	O=S(=O)(c1ccc(-c2csc(=Nc3ccccc3)n2CCCN2CCOCC2)cc1)N1CCOCC1	0.7	0.5	x	-1	-5	3	-5	-1.6	19	-1.2
20	CO/N=C\CC(=O)Nc1ccc(F)cc1	1.2	3.1	x	4	x	1	4	-1.1	x	-2.4
21	Cc1cccc(OCC(=O)N/N=C\c2cn(C)c3ccccc23)c1	5.3	-0.5	0	2	0	-2	-11	0.5	-12	-0.1
22	CCCCN(C(=O)c1ccc2ccccc2c1)c1c(N)n(CCCC)c(=O)[nH]c1=O	1.8	2.8	-3	4	-8	3	-8	-0.5	16	1.4
23	CCN(CC)CC(=O)Nc1c2c(nc3ccccc13)N(C)CC2	0.6	3.6	-3	-1	-81	0	-10	-0.9	0	-3.1
24	CC(C)Cc1nnc(NC(=O)CCS(=O)(=O)c2ccc(Cl)cc2)s1	-3.6	-0.9	-3	-1	-5	-3	-19	-0.9	1	2.8
25	CCN(C(=O)CN1C(=O)NC(c2ccccc2)(c2ccc(C)c(C)c2)C1=O)C1CCCCC1 (configuration not stated)	1.1	1.9	-3	-2	-25	20	-6	0.5	-34	1.8
26	Cc1ccccc1C1=NC(C(F)(F)F)(C(F)(F)F)c2c(n(-c3ccc(F)cc3)c(=O)[nH]c2=O)N1	3.9	2.1	2	-1	-6	-12	-9	-0.1	8	0.6
27	O=C(NCCc1c[nH]c2ccccc12)/C(=C\c1cccs1)NC(=O)c1ccccc1	3.8	1.9	-1	2	-2	5	-6	-1.4	-10	2.6
28	COc1ccc(-c2csc(NC(=O)CC(NC(C)=O)c3ccccc3)n2)cc1OC (configuration not stated)	1.5	x	0	1	20	3	1	-2.0	2	x
29	COCCNC(=O)Cn1cc2c(n1)CCC(C)C2 (configuration not stated)	3.3	4.4	0	1	-12	2	-14	0.7	11	0.7
30	Cc1cc(F)ccc1NC(=O)CCc1c(C)nn(-c2ccc(N3CCCCC3)nn2)c1C	-1.0	3.4	-2	0	-15	-10	-18	-1.7	-13	-1.0
31	Cc1cccnc1CCNC(=O)c1ccc(OC2CCN(Cc3ccccn3)CC2)cc1	0.6	0.8	7	1	-8	9	-23	-3.6	-6	0.8
32	CCc1ccc(Cn2ncc3c(C(=O)O)cc(C)nc32)cc1	1.9	x	-4	-1	8	4	3	-0.8	-4	x
33	CCOC(=O)C1C(=O)NC(c2ccccc2)=NC1c1ccc(Br)cc1 (configuration not stated)	2.7	0.8	-1	-1	-1	2	-11	0.0	-26	-1.9
34	CCN(CC)S(=O)(=O)c1cc(C(=O)c2nccn2C)ccc1Cl	1.8	2.1	-2	-1	11	-7	4	-2.3	13	-0.8
35	CCC(C)Nc1nc2c(c(=O)n(C)c(=O)n2C)n1Cc1cccc(C)c1 (configuration not stated)	3.0	3.5	-5	-3	2	-5	-5	-1.2	-14	3.0
36	Cc1cccc(OCC(=O)Nc2ccc(N3CCN(C(=O)c4ccccc4)CC3)cc2)c1	1.1	-0.9	x	4	15	-2	4	-2.0	2	2.0
37	Nc1ccc2c(c1)Nc1ccccc1CC2	2.7	0.2	9	7	0	-6	-10	0.5	1	2.0
38	O=C(c1c(F)cccc1F)N1CCCC1	4.0	3.2	-1	1	3	-6	-11	-0.6	-57	0.2
39	O=C(NC1CCCCC1)c1ccc(CS(=O)Cc2ccc(Cl)cc2)o1 (configuration not stated)	-1.6	0.1	-2	-2	-4	-2	-7	-0.4	0	-1.6
40	CC(C)OC(=O)C1OC1(C)c1ccccc1 (configuration not stated)	-0.5	x	3	-3	4	-3	4	-0.7	20	x

Entries of single compounds, quoted from the list:
Listed for COc1ccc(-c2csc(NC(=O)CC(NC(C)=O)c3ccccc3)n2)cc1OC (configuration not stated) = phage Ecoli inh: 1.5; AddAB inh: x; Wnt bcat act: 0; DAGLB inhibitor: 1; Rtt109 Vps75: 20; Tat export inh: 3; PvdQ inh: 1; CAL PDZ FP: -2.0; PfHsp90 yeast 2: 2; Ecoli viability: x
Listed for O=C(NC1CCCCC1)c1ccc(CS(=O)Cc2ccc(Cl)cc2)o1 (configuration not stated) = phage Ecoli inh: -1.6; AddAB inh: 0.1; Wnt bcat act: -2; DAGLB inhibitor: -2; Rtt109 Vps75: -4; Tat export inh: -2; PvdQ inh: -7; CAL PDZ FP: -0.4; PfHsp90 yeast 2: 0; Ecoli viability: -1.6

Additional entries follow:
nr	mol	phage Ecoli inh	AddAB inh	Wnt bcat act	DAGLB inhibitor	Rtt109 Vps75	Tat export inh	PvdQ inh	CAL PDZ FP	PfHsp90 yeast 2	Ecoli viability
41	CC(=O)c1cccc(N(C(=O)CS(=O)CC(=O)Nc2ccc(F)cc2)C(C(=O)NC2CCCCC2)c2ccc(C)o2)c1 (configuration not stated)	0.6	0.7	-5	3	3	-3	6	0.2	-11	-2.8
42	O=C(CSC1=NCCN1)C1COc2ccccc2O1 (configuration not stated)	1.7	-0.6	x	-4	30	7	-84	x	21	-1.3
43	O=C(Nc1cccc2ccccc12)c1ccc([N+](=O)[O-])s1	4.4	5.0	-3	1	5	3	0	-2.3	-10	1.5
44	COC(=O)N1CC=CC1(C)C(=O)NCc1cc(F)cc(C(F)(F)F)c1 (configuration not stated)	0.7	2.4	3	4	-2	4	-4	-1.6	-6	-0.3
45	COc1ccc(CCNC(=O)Cn2cnc3ccccc3c2=O)cc1OC	1.2	3.7	4	2	-1	-8	-8	-0.4	-8	-0.5
46	O=C(COC(=O)CCC(=O)c1ccc(F)cc1)Nc1ccc(N2CCOCC2)cc1	3.6	-1.1	-1	2	4	4	-6	-0.1	0	-0.2
47	Cc1c(-n2c(-c3ccccc3Cl)n[nH]c2=S)c(=O)n(-c2ccccc2)n1C	2.3	-0.3	-2	0	10	-5	-9	-0.1	10	-0.4
48	COc1ccc(C(=O)OCC(=O)Nc2ccc(F)cc2F)cc1OC	2.1	2.1	x	2	-2	0	-1	-2.0	0	-2.8
49	COc1ccc(OC)c(Nc2ncnc3ccccc23)c1	1.9	0.4	x	0	-1	-4	-3	-2.9	30	-2.1
50	O=C(COC(=O)C12CC3CC(CC(Br)(C3)C1)C2)N1CCOCC1	3.5	1.9	1	-2	-4	-6	-17	-1.4	-12	-0.5
51	CCCC(C)C(=O)Nc1nnc(CCc2ccccc2)s1 (configuration not stated)	-0.6	2.8	-2	0	4	-4	9	-2.0	-19	-0.2
52	Cn1c(CCNS(=O)(=O)c2ccccc2)nc2cc([N+](=O)[O-])ccc21	1.9	3.0	0	3	3	6	6	-0.4	-5	0.7
53	COc1ccc(C(=O)NCC(=O)OCC(=O)c2ccc3c(c2)OCCO3)cc1	3.1	0.5	x	-1	30	6	2	-1.9	2	-0.1
54	COC(=O)[C@@]12CCCCN1[C@H](c1ccc(-c3ccccc3)cc1)[C@@H]1C(=O)N(C)C(=O)[C@@H]12	1.5	-0.4	-4	-3	5	-4	21	0.0	-4	-0.7
55	O=C(N/C(=C\c1ccc(Cl)cc1)C(=O)N1CCOCC1)c1ccc([N+](=O)[O-])cc1	0.6	3.4	-2	2	7	-2	-9	-0.3	3	0.9

Four compounds already listed, ordered by their value in phage Ecoli inh, lowest first.
# | molecule | phage Ecoli inh | AddAB inh | Wnt bcat act | DAGLB inhibitor | Rtt109 Vps75 | Tat export inh | PvdQ inh | CAL PDZ FP | PfHsp90 yeast 2
23 | CCN(CC)CC(=O)Nc1c2c(nc3ccccc13)N(C)CC2 | 0.6 | 3.6 | -3 | -1 | -81 | 0 | -10 | -0.9 | 0
10 | O=C(CN1C(=O)NC2(CCCC2)C1=O)NCc1ccccc1 | 1.2 | 1.7 | 8 | 0 | -10 | 12 | -8 | -1.6 | -20
42 | O=C(CSC1=NCCN1)C1COc2ccccc2O1 (configuration not stated) | 1.7 | -0.6 | x | -4 | 30 | 7 | -84 | x | 21
29 | COCCNC(=O)Cn1cc2c(n1)CCC(C)C2 (configuration not stated) | 3.3 | 4.4 | 0 | 1 | -12 | 2 | -14 | 0.7 | 11
